HepG2 viability: kills HepG2 cells in TGF-b inhibitor counter-screen; HepG2 CAGA-GFP viability, ATP luminescence, 18 h; Potency, µM (highest dose often 46.1 µM), for the others: at the highest dose activity change, negative = cytotoxicity, hits mostly cytotoxic; actives 0.76% (n = 410,000); AID 588856; also: potency is read from the fitted curve at half-maximal effect; some results filed as inactive show a strong effect at the top dose
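HepG2 CAGA-GFP cells (1000/well, DMEM with 1% FBS) received compound, then TGF-beta at 500 pg/mL final, and were incubated 18 hours at 37 degrees C. Viability was read by CellTiter-Glo luminescence. Media-only wells were set as complete cell-killing and DMSO as no toxicity.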
EPAC2 ag: EPAC2 (human) agonism. actives 0.079% (n = 360,000). EPAC2 activation, biochemical qHTS; response scale: 100% = 6.5 mM cAMP response. Potency, µM (highest dose often 154 µM), for inactives: top-dose activation, usual class: activators; also: potency is read from the fitted curve at half-maximal effect; nearly all actives have a fitted effect of over 50% in size
Target sequence (Q8WZA2 whole entry, looked up): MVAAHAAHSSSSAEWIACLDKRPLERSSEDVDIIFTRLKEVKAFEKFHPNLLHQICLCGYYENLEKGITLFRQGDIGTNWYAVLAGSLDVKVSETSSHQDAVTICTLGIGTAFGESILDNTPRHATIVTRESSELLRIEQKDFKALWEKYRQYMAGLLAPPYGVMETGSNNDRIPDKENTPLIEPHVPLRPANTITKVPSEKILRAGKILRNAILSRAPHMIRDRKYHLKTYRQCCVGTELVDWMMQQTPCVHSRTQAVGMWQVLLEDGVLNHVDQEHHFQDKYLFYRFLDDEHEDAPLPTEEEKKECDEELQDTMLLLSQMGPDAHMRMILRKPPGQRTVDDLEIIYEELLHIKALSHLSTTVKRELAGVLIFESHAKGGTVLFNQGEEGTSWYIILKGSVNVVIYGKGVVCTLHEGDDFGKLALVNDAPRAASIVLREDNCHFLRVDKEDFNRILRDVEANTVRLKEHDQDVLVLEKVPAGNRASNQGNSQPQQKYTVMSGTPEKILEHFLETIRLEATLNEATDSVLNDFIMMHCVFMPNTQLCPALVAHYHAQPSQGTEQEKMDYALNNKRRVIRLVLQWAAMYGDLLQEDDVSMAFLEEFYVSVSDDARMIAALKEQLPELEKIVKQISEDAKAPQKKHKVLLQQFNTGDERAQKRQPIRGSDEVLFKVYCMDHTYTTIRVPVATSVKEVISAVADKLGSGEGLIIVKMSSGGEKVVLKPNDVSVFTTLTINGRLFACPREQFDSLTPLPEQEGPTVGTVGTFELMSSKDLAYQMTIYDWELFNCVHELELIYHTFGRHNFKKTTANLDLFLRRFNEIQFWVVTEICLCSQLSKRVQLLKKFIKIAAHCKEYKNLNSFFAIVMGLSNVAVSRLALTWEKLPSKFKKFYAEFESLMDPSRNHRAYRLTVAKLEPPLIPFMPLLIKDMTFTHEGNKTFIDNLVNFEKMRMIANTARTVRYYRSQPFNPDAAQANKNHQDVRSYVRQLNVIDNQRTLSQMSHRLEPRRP
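Each well held 100 nM EPAC2, 250 nM RAP1B-BODIPY-GDP and 50 uM GDP. Fluorescence, read at 5-min intervals to 30 min, was referenced to a 6.5 mM cAMP positive control.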
Nrf2 inh: blocks Nrf2 signaling; A549 ARE-Fluc reporter, luciferase luminescence, 18-24 h; Potency, µM (doses to about 46 µM), for inactives: at the top dose activity change, negative = inhibition, usual class: inhibitors; actives 2.1% (n = 360,000); also: potency is read from the fitted curve at half-maximal effect; % is scaled to controls: 0 for no effect and ±100 for the full control effect; nearly all actives have a fitted effect of over 60% in size
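In this cell-based qHTS, ARE-driven firefly luciferase in A549 cells reports Nrf2 activity; the luminescent signal after BugLite lysis is the measured value, with a prior CellTiter-Fluor read for cell health.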
Nrf2 ARE act: activators of Nrf2 (ARE) signaling; AREc32 ARE-luciferase reporter (MCF7-derived line), luminescence, 24 h; Potency, µM (highest dose often 46.1 µM), for the others: at the top dose activation, hits mostly activators; actives 0.31% (n = 410,000); also: potency is read from the fitted curve at half-maximal effect; % of control where 0% means no effect; nearly all actives have a fitted effect of over 65% in size
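AREc32 cells carrying an ARE-driven firefly luciferase reporter were seeded at 1000 cells/well in OPTI-MEM with 5% FBS, then exposed to compound for 24 hr at 37 deg C. Luminescence was read with Steady-Glo after 30 min at RT.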
ATXN2 expr inh: inhibitors of ATXN2 expression | Potency, µM (highest dose often 57 µM), for inactives: at the top dose activity change, negative = inhibition, actives largely listed as inhibitors | HEK-293 ATXN2-luciferase reporter, luminescence, 24 h | actives 0.72% (n = 360,000); also: potency is read from the fitted curve at half-maximal effect; % is scaled to controls: 0 for no effect and ±100 for the full control effect; nearly all actives have a fitted effect of over 55% in size
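qHTS (up to 57 uM final) was run with 24 h compound exposure of reporter cells at 37 °C. Each well was multiplexed: SteadyGlo luminescence measured ATXN2-luciferase expression after a fluorogenic Gly-Phe-AFC viability readout (25 uM final).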
ATXN viability: reduces viability in counter-screen for ATXN expression inhibitors; actives 0.49% (n = 400,000); Potency, µM (titrated, usually from 56.7 µM), hits mostly cytotoxic; AID 651635; S2 cells (HEK-293 line with an ATXN2-luciferase reporter) viability, CellTiter-Fluor protease fluorescence, 24 h; also: potency is read from the fitted curve at half-maximal effect; nearly all actives have a fitted effect of over 40% in size
IL2 activator: activators of IL-2; IL-2 activation reporter assay, cell-based qHTS; stimulated with anti-CD3/CD4/CD28 beads; in transgenic mouse T cells; activation, % (series mostly up to about 46 µM); actives 0.065% (n = 360,000); in the data active = activation above about 50%; inconclusive = mostly about 30% to 49%; also: 0% is about no effect
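Readout is EGFP and DsRed signal by fluorescent plate cytometry after 18 h at 37 degrees C. Transgenic mouse T cells (750/well) received compound for 60 min before bead stimulation (anti-CD3, anti-CD4, anti-CD28); memory T cells served as non-tolerant control.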
A549 tox: A549 cytotoxicity, counter-screen for Nrf2 inhibitors | AID 504648 | Potency, µM (doses to about 46 µM), inactives show top-dose activity change, negative = cytotoxicity, hits mostly inhibitors | actives 0.16% (n = 390,000) | A549 ARE-Fluc cells, CellTiter-Fluor viability, 18-24 h; also: potency is read from the fitted curve at half-maximal effect; % is scaled to controls: 0 for no effect and ±100 for the full control effect
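A549 ARE-Fluc cells in 5% FBS OPTI-MEM, 5000 cells/well, rested 2 h then exposed to compounds in concentration-response for 18-24 h at 37 °C. Viability by CellTiter-Fluor fluorescence (Ex 405/Em 525) after 30 min; luciferase luminescence (BugLite, 15 min, RT) read afterwards.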
TGFb inhibitor: TGF-b pathway inhibition; HepG2 CAGA-GFP TGF-b/SMAD3 reporter, GFP fluorescence, 18 h; TGF-beta stimulated, 500 pg/mL final; Potency, µM (titrated, usually from 46.1 µM), for the others: at the top dose activity, negative = inhibition, hits mostly inhibitors; actives 1.2% (n = 410,000); AID 588855; also: potency is read from the fitted curve at half-maximal effect; % is scaled to controls: 0 for no effect and ±100 for the full control effect; nearly all actives have a fitted effect of over 65% in size
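First, reporter cells (HEPG2 CAGA-GFP) rested 2 h at 37 degrees C. Next, compounds were pinned in and TGF-beta added to 500 pg/mL final. After 18 h, GFP was imaged per cell and summed per well.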
* hit, by the source's call; i = inactive; ? = inconclusive; . = no result given; & = joins results of further samples; [ ] = remark or other dose. Unless noted, calls follow the shape of the dose curve; as a rule, active = well fitted curve in the direction sought with a large enough effect; inconclusive = small, poorly fitted or top-dose-only effect, or another doubt; inactive = no such curve, though single readings can be large; an effect the other way counts as inactive or inconclusive.

SMILES | HepG2 viability | EPAC2 ag | Nrf2 inh | Nrf2 ARE act | ATXN2 expr inh | ATXN viability | IL2 activator | A549 tox | TGFb inhibitor
CC(C)C(=O)NC(c1ccc([N+](=O)[O-])cc1)c1c(O)ccc2ccccc12 (centres undefined) | -42% | -2% | ? | 4.9% | ? | ? | -1.2 | -17% | ?
O=C(/C=C/c1ccc[nH]1)c1ccccc1 | 0% | 10% | 16% | ? | 62%[activator] | i | 0.5 | -2% | 14%
COc1cccc(C(=S)N2CCOCC2)c1OS(=O)(=O)c1ccc(Cl)cc1 | 6% | 6% | 6% | -0.4% | -12% | i | -1.2 | 5% | -1%
CC(=O)Nc1ccc(-c2ccc(NC(C)=O)cc2)cc1 | -20% | 1% | ? | 0.3% | -9%[11.3 µM] | i | 0.0 | 0% | -1%
Cc1cc(S(=O)(=O)NC[C@H]2O[C@@H](n3ccc(N)nc3=O)[C@H](O)[C@@H]2O)c(C)s1 | -40% | 13% | . | -0.4% | -6% | i | -1.5 | . | -2%
CN(C(=O)CSc1nc2ccc(NC(=O)c3cccc(F)c3)cc2s1)c1ccccc1 | -23% | . | 21µM* | 0.3% | ? | ? | . | -7% | -35%
O=C(Nc1ncccc1O)c1cccc(S(=O)(=O)NCc2ccccc2)c1 | -3% | 7% | 2% | 0.2% | 3% | ? | -1.8 | 2% | -7%
O=C(Nc1ccccn1)C1CCCN1S(=O)(=O)c1ccc(Cl)cc1 (centres undefined) | 0% | 17% | 10% | -0.4% | 3% | i | -0.1 | 3% | -2%
c1ccc(-c2cn(CC3CCCCC3)nn2)cc1 | -17%&-6% | -2% | 12% | 1.1% | 52%[activator] | i | -0.2 | -2% | 18%&-5%
Cc1ccc(CNC(=O)C2CC(c3ccc(C(F)(F)F)cc3)=NO2)o1 (centres undefined) | -1% | -3% | -4% | -0.3% | 1% | i | 0.5 | -1% | -13%
CN1CCC(N(C)S(=O)(=O)c2ccc(NC(=O)COc3cccc(C(F)(F)F)c3)cc2)CC1 | -32% | 1% | -3% | 3.7% | -7% | i | -3.3 | -11% | 2%
O=C(CSc1nnc(NC(=O)C2CC2)s1)NCc1ccccc1Cl | -3% | -1% | -26% | -0.6% | -7% | i | -2.1 | 0% | -17%
CCCNC(=O)C1(C)CCN(C(=O)c2cccc(C(F)(F)F)c2)C1 (centres undefined) | 3% | 1% | . | -1.3% | 6% | i | 0.2 | . | -2%
CCOC(=O)C1=C(C)Nc2nc3ccccc3n2C1c1ccccc1 (centres undefined) | -18% | -6% | -25% | 0.4% | -21% | i | -1.0 | 0% | -3%
CCC(Oc1ccccc1)C(=O)NCCOC (centres undefined) | -18% | -7% | 3% | -0.8% | 0% | i | 6.9 | -2% | -3%
COc1cc(-c2nnc(NC(=O)CS(=O)(=O)c3ccc(C)cc3)o2)cc(OC)c1OC | 6% | 0% | 14% | -0.6% | 11% | i | -3.0 | -7% | 3%
CCCCN1C(=O)N(C)C2NC(=S)NC21 (centres undefined) | -48% | 0% | 13% | -0.9% | -22% | i | 2.4 | -2% | 0%
C[C@H]1CN([C@@H](C)CO)S(=O)(=O)c2ccc(Br)cc2O[C@H]1CN(C)S(=O)(=O)c1ccccc1F | 12% | -5% | . | 0.3% | 1% | i | 0.3 | . | 16%
Cc1cc(C(=O)N/N=C/c2cccs2)no1 | 1% | 2% | 15% | 0.3% | 34% | i | -4.7 | -6% | 0%
Cc1nc(CC(=O)O)c(-c2ccccc2)s1 | 4% | 6% | 4% | -0.3% | -2% | ? | 2.1 | 0% | -3%
Cc1c(C(=O)NCc2ccc(C#N)cc2)sc(=O)n1Cc1ccccn1 | -2% | 3% | . | 0.3% | 4% | i | 0.6 | . | 0%
CC(=O)N1CCc2cc(NC(=O)c3ccc(C)cc3)ccc21 | 1% | 6% | ? | -0.8% | -6% | i | -3.3 | 0% | -2%
CCC(Oc1ccccc1)C(=O)N(Cc1ccccc1)c1ccccn1 (centres undefined) | -5% | 2% | -25% | 0.2% | -6% | i | -0.3 | 0% | -1%
Cc1ccc(C2CC(c3ccccc3OC(F)F)Nc3ncnn32)cc1 (centres undefined) | -19% | 3% | -19% | 2.5% | 13% | i | 0.6 | 2% | 4%
COC(=O)c1ccc(CSc2ccc(S(=O)(=O)N3CCCCC3)cn2)cc1 | -1% | -16% | 2% | -0.7% | -15% | ? | 1.6 | 1% | -14%
Further results
SMILES | HepG2 viability | EPAC2 ag | Nrf2 inh | Nrf2 ARE act | ATXN2 expr inh | ATXN viability | IL2 activator | A549 tox | TGFb inhibitor
CCCN(C(=O)c1c(C)oc2ncnc(N3CCOCC3)c12)c1ccc(Cl)c(Cl)c1 | 4% | . | 7%[9.27 µM] | 4.5% | 14% | i | . | -8% | 115%[activator]
CC(=O)N(C1=C(Cl)C(=O)c2ccccc2C1=O)c1ccc(C(=O)O)cc1 | -104% | 16% | 1% | 17% | ? | . | -0.8 | 5% | 99%[activator]
Cn1c(=O)c2c(nc(N3CCN(c4ccccn4)CC3)n2Cc2ccc(Cl)cc2Cl)n(C)c1=O | 2% | -3% | -6% | -0.3% | 6% | i | -2.3 | -5% | 1%
Cc1n[nH]c(C)c1CCc1nc2c3ccccc3nc(SCC(N)=O)n2n1 | -36% | 7% | -29% | -0.6% | -6% | i | 0.7 | -1% | 3%
Cc1cccc(NCc2ccc(O)c3ncccc23)c1C | -12% | 9% | -7% | 3.5% | -27% | i | -0.7 | -2% | 11µM*
O=C(N/N=C\c1cn(-c2ccccc2)nc1-c1ccccc1)c1ccc2c(c1)OCO2 | 1% | 11% | . | 6.4% | 37%[activator] | i | -4.9 | -1% | 6%
Cc1cccc(/C=C2\CS/C(=C\c3cccc(C)c3)C2=O)c1 | -24% | 12% | 6% | -0.3% | -22% | i | 1.4 | -1% | 0%
Cc1nc(SCC(=O)c2ccccc2)n[nH]1 | -2% | 12% | 3% | 0.4% | 28% | i | -2.1 | 0% | 15%
O=c1[nH]c(C2CCCN(S(=O)(=O)c3ccccc3)C2)nc2c1nnn2Cc1ccccc1Br (centres undefined) | -52%&-8% | 13% | -9%&-8% | 0.6%&3.5% | -20% | ? | -0.3 | -1%&-15% | ?
Cc1ccc(C2CC(=O)N(Cc3ccc(F)cc3)c3c2c(C)nn3-c2nc(C)cc(C)n2)cc1 (centres undefined) | -36% | . | -13% | 4.4% | -25% | ? | . | -14% | -25%
O=C(Nc1ccc(NC(=O)c2cccnc2Cl)cc1)c1cccc(Cl)c1 | -20% | -8% | -5% | 0.3% | -20% | i | 0.0 | -7% | -18%
O=C(c1cccc(F)c1)N1CCN(c2ccc([N+](=O)[O-])c3cccnc23)CC1 | -11% | 2% | -6% | 3.5% | -30% | i | 3.8 | -3% | -10%
Cc1cc(C(=O)Nc2c(F)cc(F)cc2Br)c(C)o1 | -15% | 5% | -4% | 0.1% | -9% | i | -0.7 | -15% | 0%
CS(=O)(=O)Nc1ccccc1C(=O)NCc1ccccc1Cl | -2% | 2% | 2% | -0.6% | 0% | i | 0.8 | -4% | 0%
CC1CC(=O)C2=C(C1)Nc1ncnn1C2c1ccccc1 (centres undefined) | 8% | 8% | 5% | -0.1% | 3% | i | 1.4 | -3% | 3%
Cc1ccc(NC(=S)N(Cc2cccs2)Cc2cc3cccc(C)c3[nH]c2=O)cc1 | 9% | -2% | 7% | -0.2% | 21% | i | 2.6 | -4% | 0%
NC(=S)N/N=C/c1ccccc1OCc1cccc(Cl)c1 | -51% | 18% | ? | 3.9% | ? | i | -0.4 | -8% | ?
CCOCCCNCc1cc(Br)ccc1OCc1ccccc1 | 11% | -1% | 7% | -0.6% | -2% | i | -3.8 | -3% | -3%
CCN(CC(=O)Nc1ccc2c(c1)OCCO2)S(=O)(=O)c1ccc(F)cc1 | -22% | 11% | -8% | 0.3% | -2% | i | -0.4 | 0% | 3%
O=C(Cn1cc(C(=O)C2CCCCC2)c2ccccc21)NCC1CCCO1 (centres undefined) | 4% | 3% | -16% | -0.6% | 7% | i | 2.4 | -1% | -1%
Cc1ccc(OCC(=O)Nc2c(C(=O)c3ccc(Cl)cc3)oc3ccccc23)cc1C | -1% | . | 8% | 0.2% | . | . | . | -2% | 4%
Cc1ccc(NC(=O)c2cnn3c2NC(c2ccccc2)=CC3c2ccccc2)cc1 (centres undefined) | -24% | . | ? | 0.0% | ? | i | . | -17% | ?
CN(CC(=O)Nc1ccccc1Br)C(=O)CNC(=O)c1cccs1 | -18% | 5% | -7% | -0.5% | . | i | -0.9 | 3% | 1%
NS(=O)(=O)c1cccc(NC(=S)NC(=O)c2cccc([N+](=O)[O-])c2)c1 | -11% | 4% | 5% | 0.4% | -15% | i | 0.8 | 3% | 2%
O=S1(=O)N=C(N/N=C/c2ccco2)c2ccccc21 | 1% | 3% | 3% | 2.0% | -1% | i | -2.5 | 1% | 3%

Of the compounds above, 4 contain a thiophene ring, fused or not.
SMILES | HepG2 viability | EPAC2 ag | Nrf2 inh | Nrf2 ARE act | ATXN2 expr inh | ATXN viability | IL2 activator | A549 tox | TGFb inhibitor
Cc1cc(S(=O)(=O)NC[C@H]2O[C@@H](n3ccc(N)nc3=O)[C@H](O)[C@@H]2O)c(C)s1 | -40% | 13% | . | -0.4% | -6% | i | -1.5 | . | -2%
Cc1cc(C(=O)N/N=C/c2cccs2)no1 | 1% | 2% | 15% | 0.3% | 34% | i | -4.7 | -6% | 0%
Cc1ccc(NC(=S)N(Cc2cccs2)Cc2cc3cccc(C)c3[nH]c2=O)cc1 | 9% | -2% | 7% | -0.2% | 21% | i | 2.6 | -4% | 0%
CN(CC(=O)Nc1ccccc1Br)C(=O)CNC(=O)c1cccs1 | -18% | 5% | -7% | -0.5% | . | i | -0.9 | 3% | 1%

Screening data (PubChem BioAssay)
